PLC-gamma1 inh = PLC-gamma1 enzyme inhibitors, primary screen, biochemical, fluorescence, purified enzyme; fluorogenic substrate; AID 720700, 2013; inhibition, % at 12.2 µM; 1-phosphatidylinositol 4,5-bisphosphate phosphodiesterase gamma-1 (Homo sapiens), P19174; hit rate 0.84% among 370,000; in the data active = inhibition above about 9.5%
ASAP1 GAP inh = inhibitors of human ASAP1 ArfGAP activity, primary screen, biochemical, fluorescence polarization; Arf-GAP with SH3 domain, ANK repeat and PH domain-containing protein 1 (Homo sapiens), …; ASAP1-stimulated ARF1 GTP hydrolysis, GDP FP detection; inhibition, % at 16.5 µM; hit rate 0.19% among 360,000; AID 624377, 2012; in the data active = inhibition above about 25%;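 also: 0% = vehicle with enzyme and substrate and 100% = no enzyme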
TDP2 inh = human TDP2 enzyme inhibitors, primary screen, biochemical, epi absorbance, recombinant enzyme | Tyrosyl-DNA phosphodiesterase 2 (Homo sapiens), O95551 | AID 720702, 2013 | inhibition, % at 12.8 µM | T5PNP hydrolysis, p-nitrophenol absorbance 415 nm | hit rate 0.34% among 370,000;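 active = inhibition above the mean of all tested compounds plus 3 SD, set per campaign, cut at about 25% in these data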;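 also: 0% = DMSO with enzyme and 100% = buffer with substrate but no TDP2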
Target sequence (O95551 whole entry, looked up): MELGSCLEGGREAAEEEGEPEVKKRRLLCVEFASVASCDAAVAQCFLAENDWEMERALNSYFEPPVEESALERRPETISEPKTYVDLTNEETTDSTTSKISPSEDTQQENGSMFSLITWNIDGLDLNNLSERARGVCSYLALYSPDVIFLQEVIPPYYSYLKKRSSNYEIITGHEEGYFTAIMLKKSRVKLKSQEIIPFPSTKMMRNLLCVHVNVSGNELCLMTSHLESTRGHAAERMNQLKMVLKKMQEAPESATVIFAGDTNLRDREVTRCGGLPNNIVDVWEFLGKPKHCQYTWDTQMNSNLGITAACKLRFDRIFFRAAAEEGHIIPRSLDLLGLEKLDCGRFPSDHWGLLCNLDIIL
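Test system: human TDP2 enzyme; Input: 120 nM TDP2 per well; Buffer or medium: Mg2+-containing Tris-HCl buffer, pH 7.5; Reagent: 5 mM T5PNP; Dosing: 12.8 µM single point, 1% DMSO; Incubation: reaction 2 h, 37 °C; Detection: p-Nitrophenol epi absorbance; Read-out: % inhibition relative to enzyme-containing and enzyme-free wells; Replicates: single well per compound.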
ADAM17 inh = ADAM17 inhibitors, primary screen, biochemical, QFRET. recombinant ADAM17, EDANS/DABCYL FRET peptide cleavage. inhibition, % at 6.95 µM. hit rate 0.83% among 370,000. AID 720648, 2013;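 active = inhibition above the mean of compounds lying between control limits plus 3 SD, set per campaign, cut at about 8.5% in these data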;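 also: 0% = DMSO-only wells as the low control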
ADAM10 inh = human ADAM10 inhibitors, primary screen, biochemical, QFRET, HTS | hit rate 0.62% among 370,000 | recombinant ADAM10, EDANS/DABCYL FRET peptide cleavage, 3 h | AID 720582, 2013 | inhibition, % at 7 µM;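 active = inhibition above a per-campaign cutoff equal to the mean of compounds falling between control-based bounds plus 3 SD, cut at about 20% in these data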;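 also: 0% = DMSO wells while the 100% control is not disclosed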
Target sequence (O14672 214-748 limits assumed): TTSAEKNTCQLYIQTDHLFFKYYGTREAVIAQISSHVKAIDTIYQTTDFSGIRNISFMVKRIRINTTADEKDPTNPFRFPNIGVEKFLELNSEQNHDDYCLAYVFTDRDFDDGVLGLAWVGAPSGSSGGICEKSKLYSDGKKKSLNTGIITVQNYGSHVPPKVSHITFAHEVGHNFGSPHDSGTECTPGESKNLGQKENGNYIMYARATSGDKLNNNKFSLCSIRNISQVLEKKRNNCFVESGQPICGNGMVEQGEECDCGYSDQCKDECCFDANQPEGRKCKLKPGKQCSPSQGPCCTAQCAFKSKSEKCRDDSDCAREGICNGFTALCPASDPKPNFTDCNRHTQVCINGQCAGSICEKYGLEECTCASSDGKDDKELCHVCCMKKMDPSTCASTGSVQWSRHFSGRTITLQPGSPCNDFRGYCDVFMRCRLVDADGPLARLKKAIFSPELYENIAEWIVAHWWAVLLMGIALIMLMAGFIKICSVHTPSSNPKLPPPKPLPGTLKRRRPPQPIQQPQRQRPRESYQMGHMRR
SIAE inh = human SIAE inhibitors, primary screen, biochemical, fluorescence polarization, FP-Rh probe, 1536-well HTS; Sialate O-acetylesterase (Homo sapiens), Q9HAT2; SIAE FP-Rh probe binding; inhibition, % at 9.66 µM; hit rate 0.69% among 370,000; AID 1053197, 2014;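 active = inhibition above a cutoff: mean of compounds within the control limits plus 3 SD of those, cut at about 17% in these data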;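 also: 0% = plate median of compound wells and 100% = probe without SIAE protein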
DDE Tn6 FP inh = inhibitors of Tn6 peptide binding to fibrin DD(E), primary screen, biochemical, fluorescence polarization, human fibrin, Tn6 probe | Fibrinogen beta chain (Homo sapiens), P02675 | Fibrin DD(E) TRITC-Tn6 fluorescence polarization displacement | inhibition, % at 8.3 µM | hit rate 0.21% among 370,000 | AID 720509, 2013;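 active = inhibition above a per-campaign cutoff: mean of compounds within control limits plus 3 SD, cut at about 15% in these data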;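 also: 0% = median of all compound wells on the plate and 100% = blocking peptide control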
PLCb3 inh = human PLC-beta3 inhibitors, primary screen, biochemical, fluorescence | AID 720704, 2013 | hit rate 0.18% among 370,000 | inhibition, % at 12.2 µM | Purified PLC-beta3, fluorogenic substrate; in the data active = inhibition above about 11%;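 also: 0% = median of compound wells on plate and 100% = full blocker control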
Tn7 DDE FP = inhibitors of Tn7 peptide binding to fibrin DD(E), primary screen, biochemical, fluorescence polarization, human fibrin, Tn7 probe | inhibition, % at 8.3 µM | hit rate 0.13% among 370,000 | Fibrinogen beta chain (Homo sapiens), P02675 | FP displacement of FITC-Tn7 peptide from fibrin DD(E); 0% = median of compound wells per plate;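 active = inhibition above the mean of compounds falling within the control limits plus 3 SD of them, cut at about 14% in these data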;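 also: 0% = plate median of compound wells and 100% = 10 µM Aha-Tn7 peptide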
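Assay system: Fibrin-DD(E) protein isolated from polymerized human fibrin clots; read-out basis: percent inhibition; medium: Tris/NaCl/CaCl2 buffer, pH 7.8; signal: FP measurement; incubation: 10 min plus 3 h, room temperature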
ARFGAP1 inh = inhibitors of rat ARFGAP1 GAP activity, primary screen, biochemical, fluorescence polarization, GDP tracer; ADP-ribosylation factor GTPase-activating protein 1 (Rattus norvegicus), Q62848; Arfgap1-stimulated ARF1 GTP hydrolysis, GDP FP detection; inhibition, % at 16.5 µM; hit rate 0.26% among 360,000;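 active = inhibition above a per-plate limit, mean inhibition of low control wells plus 3 SD, cut at about 25% in these data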;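 also: 0% = DMSO wells with enzyme and 100% = wells lacking Arfgap1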
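Assay system: Rat Arfgap1 GAP domain (His6, aa 1-136), purified enzyme | Buffer or medium: HEPES 25 mM pH 7.5, NaCl 150 mM, MgCl2, DTT | Schedule: GTP hydrolysis reaction 2 h at 25 °C | Signal: FP of antibody-bound GDP Alexa 633 tracer, ex 620/em 688 nm | Measure: Percent inhibition of Arfgap1-stimulated GTP hydrolysis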
Numbers without * were called inactive; i = inactive. This is a random part of the collection; any-hit rate near 3.6%.

Sequence of screens – PLC-gamma1 inh	ASAP1 GAP inh	TDP2 inh	ADAM17 inh	ADAM10 inh	SIAE inh	DDE Tn6 FP inh	PLCb3 inh	Tn7 DDE FP	ARFGAP1 inh
(1) COc1ccc(OCC(=O)N/N=C/C=C/c2ccccc2)cc1
  1	7	-15	3	6	-1	-4	2	-5	12
(2) CC1Cc2nc(SCC(=O)NC3CCCCC3)n(C)c(=O)c2S1 (stereo not drawn)
  -4	7	-10	-3	-6	9	3	0	0	14
(3) Cc1ccc(S(=O)(=O)N(C)c2ccc(OCC(=O)NCc3ccco3)cc2)cc1
  -2	3	-5	-5	-4	1	-1	0	-2	-1
(4) O=C(NCc1cccnc1)Nc1ccccc1C(F)(F)F
  2	-13	6	-6	-13	1	-9	-5	-8	9
(5) CCCCc1ccc(NC(=O)CN2NS(=O)(=O)c3ccccc3C2=O)cc1
  1	8	-2	-1	-2	-10	-4	-1	-8	17
(6) CCOC(=O)N(C)c1c(CC)nc2c(OCc3ccccc3C(=O)OC)cccn12
  -4	0	0	-6	-3	4	3	-8	-1	-3
(7) CCOC(=O)C(=O)NNc1ccc(F)cc1
  -2	5	-11	4	3	5	6	-2	0	-8
(8) CC(=O)c1cccc(NC(=O)CSc2nc(C3CC3)nc3ccccc23)c1
  3	5	-15	4	4	-11	-2	-1	0	4
(9) CCCCN(C(=O)CSc1nnc(-c2ccccc2)o1)c1c(N)n(CCC)c(=O)[nH]c1=O
  0	-4	-4	-7	-13	0	-3	-6	6	6
(10) Clc1ccc(SCNc2ccccc2Cl)cc1
  1	-11	-1	-2	-2	1	-8	-6	-7	12
(11) CN(Cc1ccccc1)C(=O)[C@@H]1CCCN1
  3	-2	6	-4	-11	7	1	3	-2	-1
(12) CCC(=O)NNC(=O)CSc1nnc(-c2ccccc2)c(-c2ccccc2)n1
  -4	-12	-9	-1	-2	-3	2	-3	7	-1
(13) COC(=O)C[C@H]1CC[C@H](NC(=O)Nc2ccccc2OC)[C@@H](CO)O1
  1	6	6	-4	-5	-1	4	2	-9	8
(14) COc1cc(C(=O)NNC(=O)COc2ccc(Cl)cc2)ccc1OCC(=O)N1CCOCC1
  0	-2	-8	-2	-2	1	12	-3	-1	1
(15) Cc1cc(C)cc(C(O)c2ncc(-c3ccc(C(F)(F)F)cc3)[nH]2)c1 (stereo not drawn)
  3	-5	0	3	5	-6	-3	1	-1	9
(16) O=C(NCCc1ccccc1)Nc1ccc(Cl)cc1
  3	7	0	-1	-6	-3	3	2	-2	6
(17) Cc1c(N=Nc2ccc(N(C)C)cc2)c(=O)n(-c2ccccc2)n1C
  -2	0	-14	1	2	3	12	-12	-2	12
(18) O=[N+]([O-])c1ccccc1OCCCN1CCOCC1
  1	-5	1	3	8	2	4	3	2	-2
(19) Cc1c(Br)cc(C(=O)NCCCN2CCOCC2)c(C)c1C
  2	-2	5	-2	-8	1	7	1	-7	-5
(20) Cn1cc(C(=O)N/N=C/c2ccc3c(c2)OCO3)c2ccccc21
  -7	15	1	-3	-11	-8	6	-17	3	2

3 entries from above, sorted by formula weight, high to low.
Sequence of screens – PLC-gamma1 inh	ASAP1 GAP inh	TDP2 inh	ADAM17 inh	ADAM10 inh	SIAE inh	DDE Tn6 FP inh	PLCb3 inh	Tn7 DDE FP	ARFGAP1 inh
(17) Cc1c(N=Nc2ccc(N(C)C)cc2)c(=O)n(-c2ccccc2)n1C
  -2	0	-14	1	2	3	12	-12	-2	12
(20) Cn1cc(C(=O)N/N=C/c2ccc3c(c2)OCO3)c2ccccc21
  -7	15	1	-3	-11	-8	6	-17	3	2
(10) Clc1ccc(SCNc2ccccc2Cl)cc1
  1	-11	-1	-2	-2	1	-8	-6	-7	12

4 records drawn at random from the list so far, as already listed:
Sequence of screens – PLC-gamma1 inh	ASAP1 GAP inh	TDP2 inh	ADAM17 inh	ADAM10 inh	SIAE inh	DDE Tn6 FP inh	PLCb3 inh	Tn7 DDE FP	ARFGAP1 inh
(3) Cc1ccc(S(=O)(=O)N(C)c2ccc(OCC(=O)NCc3ccco3)cc2)cc1
  -2	3	-5	-5	-4	1	-1	0	-2	-1
(2) CC1Cc2nc(SCC(=O)NC3CCCCC3)n(C)c(=O)c2S1 (stereo not drawn)
  -4	7	-10	-3	-6	9	3	0	0	14
(12) CCC(=O)NNC(=O)CSc1nnc(-c2ccccc2)c(-c2ccccc2)n1
  -4	-12	-9	-1	-2	-3	2	-3	7	-1
(6) CCOC(=O)N(C)c1c(CC)nc2c(OCc3ccccc3C(=O)OC)cccn12
  -4	0	0	-6	-3	4	3	-8	-1	-3

The list continues.
Sequence of screens – PLC-gamma1 inh	ASAP1 GAP inh	TDP2 inh	ADAM17 inh	ADAM10 inh	SIAE inh	DDE Tn6 FP inh	PLCb3 inh	Tn7 DDE FP	ARFGAP1 inh
(21) COc1ccc(-n2c(C)n[nH]c2=O)cc1OC
  1	-2	10	1	0	9	-4	2	-2	12
(22) CCN(CC)CCNC(=O)Cc1c(C(=O)O)n(C)c2ccccc12
  -3	-11	3	-2	3	5	13	0	2	-4
(23) O=C(COc1ccc(Br)cc1)NCCCn1ccnc1
  2	13	11	1	-8	-2	-6	-9	-2	-7
(24) CCCCn1c(N)c(N(CCC(C)C)C(=O)c2ccccc2-n2cnnn2)c(=O)[nH]c1=O
  -3	-14	22	-2	-2	3	4	1	-7	1
(25) CCN1CCN(S(=O)(=O)c2ccc(Cl)c(C(=O)Nc3cc(Cl)ccc3N3CCOCC3)c2)CC1
  -1	-7	14	-3	9	-3	-3	-8	-3	9
(26) CCOC(=O)N1CCN(C(=O)c2ccc(CS(=O)(=O)c3c(Cl)cccc3Cl)o2)CC1
  -2	6	10	-4	-9	4	-1	-2	6	-8
(27) Cc1ccc(Nc2nnc(SCC(=O)NC3CCS(=O)(=O)C3)s2)c(C)c1 (stereo not drawn)
  -1	-3	2	-3	3	6	6	-1	0	-6
(28) Cc1cccc(CC(C)NC(=O)c2cc(COc3ccc(F)cc3F)on2)n1 (stereo not drawn)
  1	-11	-3	-1	-3	7	3	-8	-4	-6
(29) O=c1[nH]c(SCCOc2ccccc2F)nc2ccccc12
  -2	2	2	-3	-1	-7	2	-8	2	1
(30) COc1cc(N)c2ncccc2c1OC
  -7	-3	46*	-5	-11	7	4	-19	-2	-7
(31) COc1ccccc1CN1C[C@@H]2C[C@@H](c3ccc(C)c(C)c3)N3CCC[C@@]23C1=O
  2	-5	-9	0	-6	-3	-9	-5	-10	5
(32) CC1(C)Cc2cccc(OCC(=O)N3CCN(c4ccccc4)CC3)c2O1
  1	-5	0	1	1	-2	-3	7	7	11
(33) O=C(NCCCNC(=O)c1ccc(-c2cc(Cl)ccc2Cl)o1)c1cnccn1
  -1	1	-5	1	-2	-3	5	-7	12	2
(34) COc1ccccc1CNS(=O)(=O)c1cccs1
  2	-4	-5	1	11	4	3	2	-1	5
(35) Cc1ccc(-c2noc(N=O)c2NO)cc1
  -2	-16	1	-4	-5	7	3	-12	5	16
(36) COc1cc(-c2nc(-c3ccc4c(c3)-c3ccccc3S4(=O)=O)c(-c3ccccc3)[nH]2)cc(OC)c1OC
  i	4	-5	-44	-126	-6	-10	i	-1	10
(37) CC(=O)NC1C(=O)N(CCN2CCOCC2)c2ccc(Br)cc21 (stereo not drawn)
  1	-20	44*	-2	-6	2	0	-11	-2	-11
(38) Cc1cc(C)nc(NS(=O)(=O)c2ccc(N3C(=O)C4C5C=CC(C5)C4C3=O)cc2)n1 (stereo not drawn)
  2	1	0	0	-1	4	4	3	2	0
(39) O=C(COC(=O)c1cncc(Br)c1)NCC12CC3CC(CC(C3)C1)C2
  -6	-6	3	-1	-4	-4	5	-3	9	-1
(40) O=C(O)CCC(=O)Nc1ccc(Oc2ncnc3cc(Cl)ccc23)nc1
  2	-7	0	-5	-10	-2	4	-5	-2	0
(41) CC1CCc2nc(NC(=O)CN3CCN(c4ccc(F)cc4)CC3)sc2C1 (stereo not drawn)
  -1	3	-1	6	13	3	-2	0	-1	1
(42) O=C1C(=NO)CCCc2ccccc21
  1	14	4	-1	0	1	-1	-2	3	-13
(43) COc1ccccc1NC(=O)CN1C(=O)C(C)Oc2ccccc21 (stereo not drawn)
  1	8	0	-2	-1	-2	2	-2	1	0

Bioassay records as filed in PubChem BioAssay.
